# Nrf2 ARE act = qHTS of Nrf2 Activators; AID 624171, 2012; 0.31% of 410,000 active; AREc32 ARE-luciferase reporter (MCF7-derived line), luminescence, 24 h; Potency, µM (doses to about 46.1 µM), for the others: top-dose activation, most hits filed as activators; further: potency means the concentration at half of the fitted maximal effect; % of control where 0% means no effect; nearly all actives have a fitted effect of over 65% in size
#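 Nrf2 activation is followed as ARE-luciferase induction in the AREc32 line after one day of compound treatment; luminescence is read with Steady-Glo.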
# pAkt inh = HTS Assay for Inhibitors of Akt Phophorylation: Primary Screen | Neuro2A IGF-stimulated pAkt S473 HTRF, 20 min; hits give low values | 0.32% of 360,000 active | AID 651550, 2012 | activity change, % for hits at 50 µM; in the data active means activity change below about -80%; inconclusive means mostly about -51% to -80%; further: on the % scale 0 is the no-effect control and ±100 the full control effect
#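 Neuro2A cells (4,500/well, DMEM with 0.5% FBS) were treated with compound at a single 50 µM final concentration, stimulated with 6 nM IGF for 20 min at 37 °C, and lysed. Phospho-Akt Ser473 was read by HTRF as 665/615 ratio ×10^4.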
# Abeta yeast res = qHTS for compounds that reverse cellular toxicity of Amyloid beta (A-beta) peptide in yeast: Primary Screen; 0.063% of 410,000 active; yeast expressing A-beta42, growth rescue, OD600, 48 h; response scale: 0% DMSO, 100% iron-clioquinol control; Potency, µM (series often up to 46.1 µM), inactives show at the top dose growth rescue, hits mostly activators; AID 1347071, 2019; further: potency means the concentration at half of the fitted maximal effect; nearly all actives have a fitted effect of over 55% in size
#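 Yeast A-beta toxicity model in growth medium with pinned compounds, 48 h at 30 C; growth read as absorbance at 600 nm. Normalized to FeCl3/clioquinol equimolar mix (positive) and DMSO (negative).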
# HepG2 tox = qHTS for Inhibitors of TGF-b: Cytotox Counterscreen | HepG2 CAGA-GFP viability, ATP luminescence, 18 h | Potency, µM (doses to about 46.1 µM), inactives show at the top dose activity change, negative = cytotoxicity, actives largely listed as cytotoxic | 0.76% of 410,000 active | AID 588856, 2011; further: potency means the concentration at half of the fitted maximal effect; some results filed as inactive show a strong effect at the top dose
#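 HepG2 CAGA-GFP cells (1000/well, DMEM with 1% FBS) received compound, then TGF-beta at 500 pg/mL final, and were incubated 18 hours at 37 degrees C. Viability was read by CellTiter-Glo luminescence. Media-only wells were set as complete cell-killing and DMSO as no toxicity.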
# A549 tox = Nrf2 qHTS screen for inhibitors: counterscreen for cytotoxicity. A549 ARE-Fluc cells, CellTiter-Fluor viability, 18-24 h. Potency, µM (series often up to 46 µM), inactives show top-dose activity change, negative = cytotoxicity, actives largely listed as inhibitors. 0.16% of 390,000 active. AID 504648, 2011; further: potency means the concentration at half of the fitted maximal effect; on the % scale 0 is the no-effect control and ±100 the full control effect
#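 A549 ARE_Fluc cells in 5% FBS OPTI-MEM were exposed to compounds in concentration-response for 18-24 h at 37 deg C. Viability was read by CellTiter-Fluor fluorescence (Ex 405/Em 525) after 30 min, before the luciferase read.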
# TGFb inhibitor = qHTS for Inhibitors of TGF-b. 1.2% of 410,000 active. HepG2 CAGA-GFP TGF-b/SMAD3 reporter, GFP fluorescence, 18 h; TGF-beta stimulated, 500 pg/mL final. Potency, µM (doses to about 46.1 µM), for inactives: at the top dose activity, negative = inhibition, actives largely listed as inhibitors; further: potency means the concentration at half of the fitted maximal effect; on the % scale 0 is the no-effect control and ±100 the full control effect; nearly all actives have a fitted effect of over 65% in size
#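 First, reporter cells (HEPG2 CAGA-GFP) rested 2 h at 37 degrees C. Next, compounds were pinned in and TGF-beta added to 500 pg/mL final. After 18 h, GFP was imaged per cell and summed per well.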
# MmCpn inh = Inhibitors of TCP-1 ring complex (TRiC) of Methanococcus maripaludis (MmCpn): qHTS. Chaperonin Mm-Cpn (Methanococcus maripaludis). purified Mm-Cpn ATPase, ADP Transcreener TR-FRET. Potency, µM (series often up to 76.9 µM), without a hit: at the top dose activity, negative = inhibition, hits mostly inhibitors. 0.031% of 330,000 active; further: potency means the concentration at half of the fitted maximal effect; on the % scale 0 is the no-effect control and ±100 the full control effect; nearly all actives have a fitted effect of over 80% in size
#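 Inhibition of chaperonin ATP hydrolysis is measured as reduced ADP production, detected by competitive TR-FRET in which signal falls with ADP. Final enzyme 25 nM and ATP 10 uM, reacted 30 min at 37°C.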
# Nrf2 block = Nrf2 qHTS screen for inhibitors | A549 ARE-Fluc reporter, luciferase luminescence, 18-24 h | Potency, µM (titrated, usually from 46 µM), inactives show top-dose activity change, negative = inhibition, usual class: inhibitors | 2.1% of 360,000 active; further: potency means the concentration at half of the fitted maximal effect; on the % scale 0 is the no-effect control and ±100 the full control effect; nearly all actives have a fitted effect of over 60% in size
#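 Concentration-response testing used A549 ARE_Fluc cells at 5000 cells/well. Following an 18-24 h compound incubation, viability was read by fluorescence (Ex 405/Em 525) and luciferase output by luminescence.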
# CCT chaperon mod = High-Throughput Screening for Modulators of Cytosolic Chaperonin Activity | purified chaperonin ATPase assay, HTRF ADP detection, 30 min | activity change, % (concentration not given with the values), hits read low | 0.3% of 360,000 active; in the data active means activity change below about -30%; further: on the % scale 0 is the no-effect control and ±100 the full control effect
#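 ATPase activity: ADP formed was measured by HTRF Transcreener (665/615 nm ratio) after 30 min at 37 deg C with 10 uM ATP. Compounds screened at one 76 uM concentration against 40 or 20 nM TRiC in Tris pH 7.4/KCl/MgCl2/DTT buffer.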
# Starred values were filed as active, the others as inactive; i = inactive; ? = inconclusive; . = no result given; & = joins results of further samples. Unless noted, the call rests on the fitted dose curve; in most records, active means well fitted curve in the direction sought with a large enough effect; inconclusive means small, poorly fitted or top-dose-only effect, or another doubt; inactive means no such curve, though single readings can be large; an effect the other way counts as inactive or inconclusive.
1: O=C1C2C3C=CC(CC3)C2C(=O)N1c1ccc([N+](=O)[O-])cc1 (stereo unspecified)
2: O=C(c1cccs1)N1CCN(S(=O)(=O)c2ccccc2)CC1
3: CN1C(=O)C2(C(C#N)=C(N)Oc3n[nH]c(-c4ccc(Cl)cc4)c32)c2ccccc21 (stereo unspecified)
4: CC(C)CCNCC(=O)NC(c1ccccc1)c1ccccc1
5: C#CCOCCOCCOCCNc1nc(OC)nc(N2CCN(C(=O)[C@H](CCC(=O)O)n3cc(C(N)CO)nn3)CC2)n1 (stereo partly specified)
6: CCCCn1c(=O)c(F)cn(Cc2ccc(OC)c([N+](=O)[O-])c2)c1=O
7: Cc1nc(NC(=O)CSC2=NCCS2)sc1C(=O)N(C)C
8: COC(=O)c1ccccc1NS(=O)(=O)c1ccc2c(c1)oc(=O)n2C
9: COc1ccc(-c2cc(C(=O)Nc3cccc(Cl)c3)no2)cc1
10: O=C(NCCc1c[nH]c2ccccc12)c1cnc2sccn2c1=O

entry no.,1,2,3,4,5,6,7,8,9,10
Nrf2 ARE act,-0.4%,-0.6%,3.3%,-0.6%,0.1%,0.3%,?,-0.8%,0.2%,4.8%
pAkt inh,i,i,i,i,i,i,i,i,i,i
Abeta yeast res,6%,17%,0%,18%,0%,3%,8%,1%,-1%,-7%
HepG2 tox,12%,-23%,-27%,1%,2%,2%,3%,-1%,-30%,-32%
A549 tox,-3%,2%,-8%,1%,2%,-14%,5%,10%,-3%,4%
TGFb inhibitor,-1%,-2%,-19%,-5%,-2%,9%,-8%,-25%,-2%,2%
MmCpn inh,2%,2%,-2%,1%,3%,-1%,1%,2%,-2%,2%
Nrf2 block,-5%,12%,-11%,1%,5%,-1%,2%,-1%,?,?
CCT chaperon mod,0.0,-0.4,-1.2,-1.0,1.5,0.3,-1.0,-0.9,-0.6,0.5

# Of the compounds above, these contain an aryl methoxy group.
5: C#CCOCCOCCOCCNc1nc(OC)nc(N2CCN(C(=O)[C@H](CCC(=O)O)n3cc(C(N)CO)nn3)CC2)n1 (stereo partly specified)
6: CCCCn1c(=O)c(F)cn(Cc2ccc(OC)c([N+](=O)[O-])c2)c1=O
9: COc1ccc(-c2cc(C(=O)Nc3cccc(Cl)c3)no2)cc1

entry no.,5,6,9
Nrf2 ARE act,0.1%,0.3%,0.2%
pAkt inh,i,i,i
Abeta yeast res,0%,3%,-1%
HepG2 tox,2%,2%,-30%
A549 tox,2%,-14%,-3%
TGFb inhibitor,-2%,9%,-2%
MmCpn inh,3%,-1%,-2%
Nrf2 block,5%,-1%,?
CCT chaperon mod,1.5,0.3,-0.6

# Some of these compounds in order of formula weight, largest number first.
5: C#CCOCCOCCOCCNc1nc(OC)nc(N2CCN(C(=O)[C@H](CCC(=O)O)n3cc(C(N)CO)nn3)CC2)n1 (stereo partly specified)
2: O=C(c1cccs1)N1CCN(S(=O)(=O)c2ccccc2)CC1
9: COc1ccc(-c2cc(C(=O)Nc3cccc(Cl)c3)no2)cc1

entry no.,5,2,9
Nrf2 ARE act,0.1%,-0.6%,0.2%
pAkt inh,i,i,i
Abeta yeast res,0%,17%,-1%
HepG2 tox,2%,-23%,-30%
A549 tox,2%,2%,-3%
TGFb inhibitor,-2%,-2%,-2%
MmCpn inh,3%,2%,-2%
Nrf2 block,5%,12%,?
CCT chaperon mod,1.5,-0.4,-0.6

# (more compounds)
11: COc1ccc(C2c3c(-c4ccccc4O)n[nH]c3C(=O)N2CCc2ccc(OC)c(OC)c2)cc1 (stereo unspecified)
12: O=C(Nc1nnc([C@@H]2C[C@H](O)[C@@H](CO)O2)s1)Nc1cccc2c1CCCC2
13: O=C(COc1ccc(S(=O)(=O)N2CCOCC2)cc1)Nc1ccc2c(c1)OCCO2
14: CCc1cccc(NC(=O)Cc2ccc(OC)c(OC)c2)c1
15: O=C(COc1cccc(Oc2ccccc2)c1)Nc1ncccn1
16: COc1cc(C(C)=O)ccc1OCC(O)CNCC1(N2CCCCC2)CCCCC1 (stereo unspecified)
17: COc1cccc(CNC(=O)CCc2nc3cc(S(=O)(=O)N4CCOCC4)ccc3n2C)c1
18: O=c1c2ccccc2nc(CSc2ncnc3nc[nH]c23)n1-c1cccc(C(F)(F)F)c1
19: Cc1cccc(NC(=O)c2ccc(NC(C)c3ccccc3)c([N+](=O)[O-])c2)n1 (stereo unspecified)
20: Cc1ccc(S(=O)(=O)CCC(=O)OCC(=O)N2CCN(c3ccccc3)CC2)cc1

entry no.,11,12,13,14,15,16,17,18,19,20
Nrf2 ARE act,2.1%,-0.1%,-0.6%,-0.2%,-0.1%,0.2%,2.1%,0.4%,0.7%,-0.5%
pAkt inh,i,.,i,i,i,.,i,i,i,i
Abeta yeast res,-4%,1%,-16%,-1%,0%,-13%,10%,15%,7%,9%
HepG2 tox,1%,-6%,-5%,8%,14%,-22%,15%,2%,-9%,-7%
A549 tox,-11%,.,0%,0%,9%,-7%,1%,0%,0%,-10%
TGFb inhibitor,?,14%,-2%,-1%,18%,-4%,12%,-13%,-17%,-2%
MmCpn inh,3%,.,-1%,-1%,-2%,-17%,2%,0%,1%,1%
Nrf2 block,-9%,.,8%,?,5%,14%,-5%,9%,0%,-5%
CCT chaperon mod,1.3,-1.0,-0.9,-1.2,-5.3,-0.6,0.1,-6.5,-1.5,2.2

21: Cc1ccccc1OC(C)C(=O)NCCNC(=O)C(C)Oc1ccccc1C (stereo unspecified)
22: O=C(O)C1C(C(=O)O)C1(c1ccccc1)c1ccccc1 (stereo unspecified)
23: CC1CCc2nc(NC(=O)C3CC3)sc2C1 (stereo unspecified)
24: CCn1c(O)c(N=NC(=O)CNC(=O)c2ccco2)c2ccccc21
25: CC(CCc1ccccc1)NC(=O)c1cccc(F)c1 (stereo unspecified)
26: O=S(=O)(Nc1cccnc1)c1cccs1
27: CCn1cc(C(=O)Nc2ccc(C)c([N+](=O)[O-])c2)cn1
28: N#CCCn1cc(C(=O)Nc2ccccn2)c(-c2ccccc2)n1
29: Cc1ccc(S(=O)(=O)N(CC(=O)Nc2cccc(C)c2C)C(=O)N2CCN(C)CC2)cc1
30: CCOC(=O)Cn1cc(C(=O)c2cccs2)c2ccccc21

entry no.,21,22,23,24,25,26,27,28,29,30
Nrf2 ARE act,.,0.1%,19%,-0.6%,0.1%,0.2%,0.2%,4.7%,-0.9%,3.2%
pAkt inh,.,i,i,i,i,i,i,i,i,i
Abeta yeast res,.,-10%,10%,2%,9%,-16%,-4%,6%,4%,14%
HepG2 tox,-19%,-28%,-7%,-1%,-44%,0%,11%,16%,32%,-13%
A549 tox,1%,4%,1%,2%,7%,0%,-2%,1%,-3%,-5%
TGFb inhibitor,-8%,-18%,4%,-42%,11µM*,1%,0%,-5%,2%,-5%
MmCpn inh,.,0%,0%,-2%,-1%,2%,-26%,2%,-1%,-7%
Nrf2 block,1%,-5%,.,?,-2%,-16%,-40%,-2%,?,-3%
CCT chaperon mod,.,0.6,0.9,-4.2,-1.2,-1.2,-16,1.4,1.0,-0.4

31: O=P(Cc1ccccn1)(c1ccccc1)c1ccccc1
32: O=C(NCC1CCCO1)c1ccc2c(c1)N(Cc1ccccc1)CCS2 (stereo unspecified)
33: CCCCCCN1CCN(C2CN(Cc3cn(Cc4cc(C)cc(C)c4)nn3)S(=O)(=O)C2)CC1 (stereo unspecified)
34: Cc1c(CC(=O)N2CCN(C(=O)C3COc4ccccc4O3)CC2)c(=O)oc2cc(O)ccc12 (stereo unspecified)
35: Fc1ccc(SCCc2ccncc2)cc1
36: CN1OC[C@@H]2C(=O)N3CCc4c([nH]c5ccccc45)[C@@H]3C[C@@H]21
37: COc1cc(/C=C(/C#N)c2ccc(F)cc2)ccc1OCc1ccc(C(=O)O)o1
38: CC(=O)N1CCOCCOCCOCC1
39: COc1cccc(NC(=O)C2C3C=CC(C3)C2C(=O)O)c1 (stereo unspecified)

entry no.,31,32,33,34,35,36,37,38,39
Nrf2 ARE act,-0.6%,-0.6%,7.4%,0.5%,0.1%&0.4%,10%,6.5%,0.7%,1.8%
pAkt inh,i,i,i,i,i,i,i,i,i
Abeta yeast res,-4%,-4%,-6%,0%,13%&-2%,-2%,-25%,0%,-5%
HepG2 tox,-3%,14%,.,-2%,-7%&-6%,-3%,-42%,-37%,0%
A549 tox,-3%,-5%,.,2%,3%&-6%,.,-3%,0%,10%
TGFb inhibitor,5%,1%,.,17%,1%&-3%,-1%,?,0%,-4%
MmCpn inh,1%,-10%,.,-10%,1%&-3%,.,-2%,1%,-1%
Nrf2 block,.,-17%,.,-6%,-20%&1%,.,16%,-8%,-5%
CCT chaperon mod,0.6,1.0,-3.2,-0.1,0.7&-2.7,1.0,1.3,-1.8,3.1

# Entries 31 through 32, reprinted for reference:
31: O=P(Cc1ccccn1)(c1ccccc1)c1ccccc1
32: O=C(NCC1CCCO1)c1ccc2c(c1)N(Cc1ccccc1)CCS2 (stereo unspecified)

entry no.,31,32
Nrf2 ARE act,-0.6%,-0.6%
pAkt inh,i,i
Abeta yeast res,-4%,-4%
HepG2 tox,-3%,14%
A549 tox,-3%,-5%
TGFb inhibitor,5%,1%
MmCpn inh,1%,-10%
Nrf2 block,.,-17%
CCT chaperon mod,0.6,1.0

# Assay outcomes: PubChem, National Center for Advancing Translational Sciences (NCATS)
